TEAD-YAP inh: TEAD-YAP interaction inhibition | AID 1259422 | inhibition, % at 9.12 µM | 640,000 compounds, 1.4% hits | HEK-TIYL cells, TEAD-Gal4/YAP UAS-luciferase luminescence; in the data active = inhibition above about 32%;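 also: 0% = median of test compound wells and 100% = reference inhibitor wells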
GPR151 activ: human GPR151 activation; Q8TDV0; PathHunter beta-arrestin GPR151 cells, luminescence; AID 1508602; activation, % at 11.2 µM; 650,000 compounds, 1% hits; in the data active = activation above about 4.9%;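 also: 0% = median of compound wells and 100% = cells with positive control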
Target sequence (Q8TDV0 whole entry, looked up): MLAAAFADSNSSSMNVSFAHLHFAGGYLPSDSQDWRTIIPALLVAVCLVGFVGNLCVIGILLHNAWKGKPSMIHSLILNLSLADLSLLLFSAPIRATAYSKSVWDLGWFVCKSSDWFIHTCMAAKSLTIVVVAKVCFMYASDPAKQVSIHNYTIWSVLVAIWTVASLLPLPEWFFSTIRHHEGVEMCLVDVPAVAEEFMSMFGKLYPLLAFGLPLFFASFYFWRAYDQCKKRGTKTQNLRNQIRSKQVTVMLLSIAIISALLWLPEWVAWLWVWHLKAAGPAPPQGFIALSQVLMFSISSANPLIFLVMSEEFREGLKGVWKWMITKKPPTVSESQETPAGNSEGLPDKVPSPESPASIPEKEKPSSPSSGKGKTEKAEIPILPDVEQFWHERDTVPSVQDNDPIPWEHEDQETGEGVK
MITF primary: human MITF inhibition, primary screen; AlphaScreen MITF homodimerization, bead proximity signal; O75030; AID 1259374; inhibition, % at 2.6 µM; 650,000 compounds, 0.91% hits; in the data active = inhibition above about 50%;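 also: 0% = vehicle wells with protein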
Target sequence (O75030 whole entry, looked up): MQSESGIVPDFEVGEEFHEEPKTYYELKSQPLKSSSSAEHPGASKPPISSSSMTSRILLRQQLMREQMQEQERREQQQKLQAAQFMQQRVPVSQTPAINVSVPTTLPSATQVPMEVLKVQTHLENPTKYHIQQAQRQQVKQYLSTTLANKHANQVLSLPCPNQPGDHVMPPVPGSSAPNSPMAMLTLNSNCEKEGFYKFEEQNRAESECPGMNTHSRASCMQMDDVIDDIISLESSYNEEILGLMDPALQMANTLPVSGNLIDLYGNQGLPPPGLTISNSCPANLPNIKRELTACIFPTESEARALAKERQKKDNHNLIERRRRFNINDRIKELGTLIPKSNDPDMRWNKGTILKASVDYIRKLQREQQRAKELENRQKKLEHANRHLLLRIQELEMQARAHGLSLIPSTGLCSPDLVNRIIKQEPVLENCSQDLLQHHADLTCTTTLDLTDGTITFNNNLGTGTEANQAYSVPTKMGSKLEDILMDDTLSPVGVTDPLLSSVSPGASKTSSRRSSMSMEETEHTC
FBW7 act: human FBW7 E3 ligase activation, primary screen; AlphaScreen FBW7–phospho-cyclin E peptide binding, activator screen; normalized activity (activation), % at 26.1 µM; 650,000 compounds, 0.13% hits; AID 1259310; in the data active = normalized activity above about 1.9%;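 also: purified mutant Fbw7 with reduced substrate affinity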
Numbers without * were called inactive; . = not tested or not shown; & = joins results of further samples; ! = repeats disagree.

SMILES,TEAD-YAP inh,GPR151 activ,MITF primary,FBW7 act
COc1ccc(-n2c(Cc3cc(=O)[nH]c(=O)[nH]3)nnc2SCC(=O)N2CCCC2)cc1,-3,0.2,-12,0.3
CCOc1ccc(C(=O)Nc2ccc3oc(=O)ccc3c2)cc1[N+](=O)[O-],5,-0.9,22,0.2
O=C(Cc1ccccc1)Nc1cccc(-c2nc3cccnc3s2)c1,-26,-0.5,-7,-0.3
O=C(CCn1cnc2ccccc2c1=O)NCc1ccc(Cl)cc1,-6,0.2,-12,0.2
C=C(C)Cn1c(SCC(=O)c2ccccc2)nc2c1c(=O)n(C)c(=O)n2C,6,-1.0,1,0.3
CC(NC(=O)c1ncoc1-c1ccc(F)cc1)c1ccncc1 (stereo not drawn),7,-0.3,-2,1.0
O=C(O)CNCc1cccs1,1,0.5,-12,0.0
CC(=O)Nc1ccc(-n2c(C)cc(/C=C(\C#N)C(=O)Nc3ccccc3)c2C)cc1,-14,0.3,4,0.2
C1=C(c2ccccc2)Nc2nnnn2C1c1ccco1 (stereo not drawn),-38,1.0,10,0.0
C/C(=N/NC(=O)c1ccco1)c1ccc([N+](=O)[O-])cc1,-42,-1.3,12,0.1
COc1ccc(/C=C/C(=O)Nc2ccc3[nH]c(=O)[nH]c3c2)cc1,0,-0.8,12,0.2
O=C(Nc1ccc(Oc2ccccc2)cc1)C1C2C=CC3(O2)C1C(=O)N(CC1COc2ccccc2O1)C3C(=O)NC1CCCCC1 (stereo not drawn),1,0.8,-2,-0.2
COc1ccc(N2CCN(CC(O)COc3ccc(C(C)C)cc3)CC2)cc1 (stereo not drawn),-11,-0.1,11,0.0
CN1CCCCc2c1[nH]c1ccccc1c2=O,-5,1.9,22,0.4
O=S(=O)(Nc1ccc(N2CCC(NCC3CCCO3)CC2)cc1)c1ccccc1 (stereo not drawn),-10,0.2,-4,-0.1
CN(Cc1c(F)cccc1Cl)C(=O)CCl,42*,-1.7,-3,-0.1
c1ccc(Cn2sc(=Nc3ccccc3)nc2-c2ccccc2)cc1,-66,-0.3,-1,-0.1
COC(=O)C(C)OC(=O)c1ccc(Oc2nc(N(C)C)nc(N(C)C)n2)cc1 (stereo not drawn),5,1.0,6,-0.1
O=C(Nc1cccc([N+](=O)[O-])c1)c1cccc(S(=O)(=O)Nc2cccc(F)c2)c1,16,0.2,-16,0.1
CCCOc1ccccc1C1NC(=O)NC(C)=C1C(=O)OC1CCC(C)CC1 (stereo not drawn),-16,0.1,19,0.3
COC(=O)Cc1c(C)nc2nc(-c3ccc(Cl)cc3)[nH]n2c1=O,-3,-0.4,4,-0.2
O=C(O)c1ccc(NS(=O)(=O)c2ccc(Cl)c(C(=O)Nc3ccccc3)c2)cc1,7,-0.9,10,0.1
COC(=O)c1c(OCc2ccsc2)cc(=O)n2c1CCN(C)CC2,5,2.7,-13,-0.1
O=S(=O)(c1ccc2c(c1)OCCO2)N1CN(C2CCCC2)c2nc3ccccc3nc21,-3,1.3,2,-0.1
CCOc1ccc(-c2nnc(SCC(=O)NCCC(C)C)nc2-c2ccc(OCC)c(OC)c2)cc1OC,14,0.0,4,0.1
CC(=O)OCC(=O)[C@@]1(O)CC[C@H]2[C@@H]3CCC4=CC(=O)C=CC4(C)[C@H]3[C@@H](O)CC21C (stereo partly drawn),.,-2.4,-8,0.2
CC(C)=CCn1nc2c3ccccc3nc(C3CC3)n2c1=O,-1,0.3,5,-0.1
Cn1c(=O)c2c(nc(NCCCn3ccnc3)n2Cc2ccc(F)cc2)n(C)c1=O,-6,1.2,-13,-0.1
COCCn1nnc2c(=O)[nH]c(C(=O)NCc3ccccc3Cl)nc21,-9,0.0,11,0.1
CC(=O)NC(=S)Nc1cccc(S(=O)(=O)NCc2ccco2)c1,6,0.2,-12,-0.2
Nc1ccc(N=Cc2cccc([N+](=O)[O-])c2)cc1Cl,-2,1.2,2,-0.4
CSCC(O)Cn1[nH]c(=O)c2cc(Cl)c(Cl)cc2c1=O (stereo not drawn),7,0.5,-2,0.0
Cc1ccc(C)c(S(=O)(=O)N/N=C/c2c[nH]c3ccccc23)c1,5,-1.2,8,0.1
c1ccc(-c2nc(NCc3ccco3)cc(-c3ccncc3)n2)nc1,14,-0.6,41,-0.9
O=C(Cc1cccs1)Nc1cccc(-c2ccc(N3CCCCC3)nn2)c1,52*,-3.5,-9,-0.4
O=C(c1ccc(-c2nnc(-c3ccccc3)o2)cc1)N1CCCCC1,51*,-9.6,-4,-0.1
CC(=O)Nc1ccc(S(=O)(=O)c2ccc(N)cc2)cc1N,-1,1.6,6,0.0
CCOC(=O)C1=C(N)N(c2ccc(F)cc2)C2=C(C(=O)CC(C)(C)C2)C1c1ccc(OC)cc1 (stereo not drawn),-4,1.7,4,0.2
O=c1c(O)c(-c2ccc(O)cc2O)oc2cc(O)cc(O)c12,0&-6&0,0.4&-3.0&0.1,67*!,-0.2&0.2&-0.2
O=c1[nH]cc(N=Cc2c(O)ccc3ccccc23)c(=O)[nH]1,-2,0.4,14,-0.5
CCCCn1c(-c2ccc(Cl)cc2)cn2c3c(=O)n(C)c(=O)n(C)c3nc12,9,0.9,5,0.2
Cc1ccc(/C=N/NC(=O)COc2ccccc2Br)o1,4,0.0,2,0.1
COc1cc(-c2cn[nH]c2)ccc1C(=O)NCC(C)c1ccccc1 (stereo not drawn),-8,-0.6,-11,-0.1
O=C(Cn1cnc2ccccc21)NCc1ccccc1,-19,-1.3,4,0.0
CC(C)[C@@H](CO)Nc1ccnc2c(-c3ccsc3)cnn12,-51,0.4,13,0.3
COc1ccc(Cl)cc1CN1C(=O)C(C)Oc2ccccc21 (stereo not drawn),7,1.8,18,-0.1
CCc1ccc(-n2nc3ccc(NC(=O)c4ccc(OC)cc4)cc3n2)cc1,4,0.8,-1,0.0
CC(=O)NNC(=O)CSc1nc2sc3c(c2c(=O)[nH]1)CCCC3,-8,-0.7,-1,0.0
CCCCNc1nc2ccc(C)cc2s1,-49,-1.3,15,0.2
COc1ccc(N2CC(C(=O)OCC(=O)Nc3ccc(C)c(C)c3)CC2=O)cc1 (stereo not drawn),12,4.3,-2,0.2

The listing continues.
SMILES,TEAD-YAP inh,GPR151 activ,MITF primary,FBW7 act
Cc1ccc(N(CC(=O)N2CCN(c3ccccc3)CC2)S(=O)(=O)c2ccc(F)cc2)cc1,1,-0.4,5,-0.2
CC(NC(=O)c1cc(-c2cccnc2)nc2ccc(Br)cc12)C1CCCO1 (stereo not drawn),0,1.2,-4,0.0
Cc1ccc(CN2CCN3C(=O)[C@H](Cc4ccccc4)NC(=O)[C@H]3C2)c(C)c1,2,-0.4,10,0.1
COc1ccc(C(=O)OCCN(C)C(C)(C)C)cc1OC,7,0.0,-8,-0.1
COc1ccc(-c2noc(C(C)c3ccc([N+](=O)[O-])cc3)n2)cc1 (stereo not drawn),-5,5.1*,4,0.1
CC(C)n1c(SCCC(=O)O)nc2ccccc21,3,-0.9,27,1.5
COc1cc2nc(SCC(=O)Nc3cc(C(F)(F)F)ccc3Cl)n(CCc3ccc(Cl)cc3)c(=O)c2cc1OC,3,0.2,1,-0.1
CCc1ccc(N(CC(=O)Nc2ccc(F)c(F)c2)S(C)(=O)=O)cc1,-2,1.2,1,-0.1
CC(C)(C)c1ccc(C(=O)CC(NCc2cccs2)C(=O)O)cc1 (stereo not drawn),16,-1.3,7,0.0
CCOC(=O)N/N=C\C=C\c1ccc2c(c1)OCO2,-34,-1.6,6,0.0
CCOC(=O)COc1ccccc1/C=C1\NC(=O)NC1=O,9,-0.1,-9,-0.1
Nc1ccc(Nc2ccccc2)c(Cl)c1,-16,0.3,15,-0.2
O=C(CSc1nnc(C2COc3ccccc3O2)o1)N1CCCc2ccccc21 (stereo not drawn),2,-0.3,-8,-0.1
Cn1c(=NC(=O)c2ccc(S(=O)(=O)N3CCCc4ccccc43)cc2)sc2cc(F)ccc21,2,1.3,5,0.1
CC1(C)SC(=S)N(CCN2CCOCC2)C1N(O)C(=O)Nc1ccc(Cl)cc1 (stereo not drawn),-13,-1.3,31,-0.3
COc1cccc(N(CC(=O)N2CCN(c3ccccc3F)CC2)S(C)(=O)=O)c1,5,0.9,5,0.7
NC(=O)C(C(N)=O)C1OC(=O)C(Cl)=C1Cl (stereo not drawn),0,-0.6,3,-0.4
CCn1c(C(=O)O)c(CNCc2ccc(C)cc2)c2ccc(C)cc21,5,3.4,-3,0.0
CC1=C(C(=O)Nc2cccc(C)n2)C(c2cccc(Br)c2)C2=C(CCCC2=O)N1 (stereo not drawn),-9,-0.2,-4,0.0
c1ccc(Cc2nnc3sc(-c4cnccn4)nn23)cc1,-4,-0.8,8,0.2
CCOC(=O)c1c(NC(=O)/C=C/C(=O)O)sc(C)c1-c1ccc(Cl)cc1,41*,0.1,10,-0.1
COc1ccc2c(CC(=O)OCC(=O)N(CC(C)C)C3CCS(=O)(=O)C3)coc2c1 (stereo not drawn),-2,0.3,-5,0.1
COc1cc(C2C(C(=O)Nc3ccccn3)=C(C)NC3=C2C(=O)CCC3)ccc1OCc1ccccc1 (stereo not drawn),-3,0.0,-1,0.1
CCC(=O)Nc1nnc(SCc2cc(=O)c(OC(=O)c3cccc(C)c3)co2)s1,8,1.4,5,0.0
COC(=O)c1ccc(NC(=O)CC2C(=O)N(c3ccc(OC)cc3)C(=S)N2CCCN2CCC(Cc3ccccc3)CC2)cc1 (stereo not drawn),-6,0.6,10,-0.1

Remaining list, next part
smiles | TEAD-YAP inh | GPR151 activ | MITF primary | FBW7 act
Cc1nnc(SCC(=O)Nc2ccccc2C(=O)c2ccccc2)s1 | -20 | 0.2 | -38 | 0.0
Cc1cc(C)n(C(=O)c2ccc([N+](=O)[O-])cc2N)n1 | 4 | 1.6 | 8 | 0.5
c1ccc(CNc2nc3ccccc3[nH]2)cc1 | -34 | -1.8 | 0 | -0.1
COc1ccc(-n2nc3c(c2NC(=O)/C=C/c2ccccc2)CSC3)cc1 | 5 | 0.5 | 14 | 0.0
COc1ccccc1NC(=O)C1=C(C)NC(SCC(=O)Nc2cccc(Br)c2)=C(C#N)C1c1ccccc1 (stereo not drawn) | 0 | 0.1 | -8 | -0.1
CCN(CC)C(=O)CSc1nc(C)c(Cc2ccccc2)c(=O)[nH]1 | -11 | -0.5 | -7 | -0.1
Nc1ccc(NC(=O)c2cccc(C(=O)Nc3ccc(N)cc3N)c2)c(N)c1 | 7 | 0.9 | -2 | -0.3
CNC(=O)C12CC3CC(C1)CC(c1ccc(C)cc1)(C3)C2 | 2 | -0.5 | -11 | -0.2
CCCCCCOc1ccc(N2C(=O)CC(N3CCOCC3)C2=O)cc1 (stereo not drawn) | 1 | 1.5 | 13 | 0.0
COc1ccc(N2C(=O)CC(S/C(N)=N/N=C(\C)c3ccc(F)cc3)C2=O)cc1 (stereo not drawn) | 11 | 0.4 | -1 | -0.1
Cc1ccc(/C=N/NC(=O)CNC(=O)COc2ccccc2)cc1 | 6 | -1.5 | 5 | 0.2
COc1ccc(Cc2cc(C(=O)N(CCO)CC34CC5CC(CC(C5)C3)C4)on2)cc1 | -41 | 0.7 | 12 | 0.2
CC1=C(C(=O)OCc2ccc(C)cc2)C(c2ccccc2)NC(=O)N1 (stereo not drawn) | -4 | 0.6 | -19 | 0.0
O=S(=O)(C(Sc1ccc(Cl)cc1)=C(Sc1ccc(Cl)cc1)Sc1ccc(Cl)cc1)c1ccccc1 | 2 | 0.6 | 3 | 0.0

Assay outcomes deposited in PubChem by The Scripps Research Institute Molecular Screening Center.
